From PubChem
USP28 inh: human USP28 deubiquitinase inhibition; 47,000 compounds, 3% hits; purified USP28, Ub-rhodamine cleavage fluorescence, 30 min; AID 1645857; inhibition, % at 25 µM
USP30 block: blocks human USP30 ubiquitin-rhodamine cleavage; Q70CQ3; purified USP30, Ub-rhodamine cleavage fluorescence; inhibition, % at 25 µM; 47,000 compounds, 5.3% hits; AID 1645860
USP7 block: human USP7 deubiquitinase inhibition | Q93009 | purified USP7, Ub-rhodamine cleavage fluorescence | inhibition, % at 20 µM | 47,000 compounds, 0.3% hits | AID 1645854
Target sequence (Q93009 whole entry, looked up): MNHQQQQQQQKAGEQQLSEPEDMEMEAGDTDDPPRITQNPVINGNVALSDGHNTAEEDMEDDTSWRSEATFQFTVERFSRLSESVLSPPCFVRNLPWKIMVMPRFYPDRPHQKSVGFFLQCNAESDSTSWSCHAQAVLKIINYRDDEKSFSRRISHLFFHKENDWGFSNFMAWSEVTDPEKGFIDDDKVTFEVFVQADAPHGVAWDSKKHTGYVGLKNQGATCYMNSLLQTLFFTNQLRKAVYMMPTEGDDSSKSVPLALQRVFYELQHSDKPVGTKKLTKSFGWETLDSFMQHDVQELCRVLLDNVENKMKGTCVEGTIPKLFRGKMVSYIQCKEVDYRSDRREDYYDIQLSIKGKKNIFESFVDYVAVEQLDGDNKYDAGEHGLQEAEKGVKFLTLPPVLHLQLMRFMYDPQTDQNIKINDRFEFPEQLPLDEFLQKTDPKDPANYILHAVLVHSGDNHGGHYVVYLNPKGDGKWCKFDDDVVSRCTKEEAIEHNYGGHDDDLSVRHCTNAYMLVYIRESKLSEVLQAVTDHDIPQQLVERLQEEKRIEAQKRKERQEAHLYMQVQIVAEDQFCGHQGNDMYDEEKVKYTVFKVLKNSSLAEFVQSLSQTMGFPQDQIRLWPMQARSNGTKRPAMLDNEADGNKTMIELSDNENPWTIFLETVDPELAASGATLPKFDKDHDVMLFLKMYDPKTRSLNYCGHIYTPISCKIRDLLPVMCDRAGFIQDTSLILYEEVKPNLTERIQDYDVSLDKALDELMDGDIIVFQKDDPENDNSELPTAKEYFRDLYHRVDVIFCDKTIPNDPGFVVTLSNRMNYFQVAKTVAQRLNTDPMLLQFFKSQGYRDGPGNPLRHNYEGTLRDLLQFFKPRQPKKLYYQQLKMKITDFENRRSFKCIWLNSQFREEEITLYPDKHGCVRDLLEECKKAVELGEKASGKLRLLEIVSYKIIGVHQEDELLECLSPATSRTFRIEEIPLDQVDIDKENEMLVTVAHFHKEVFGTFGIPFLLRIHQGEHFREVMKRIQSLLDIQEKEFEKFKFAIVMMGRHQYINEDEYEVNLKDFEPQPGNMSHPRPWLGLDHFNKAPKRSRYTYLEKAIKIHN
USP10 block: inhibitors of human USP10 deubiquitinase | Q14694 | purified USP10, Ub-rhodamine fluorescence, 60 min | inhibition, % at 20 µM | AID 1645856 | 47,000 compounds, 1.1% hits
USP8 block: blocks human USP8 ubiquitin-rhodamine cleavage | P40818 | purified USP8, Ub-rhodamine cleavage fluorescence, 30 min | inhibition, % at 20 µM | 47,000 compounds, 4.2% hits
UCHL1 block: inhibitors of human UCHL1 deubiquitinase | inhibition, % at 20 µM | purified UCHL1, Ub-rhodamine cleavage fluorescence | AID 1645859 | 47,000 compounds, 0.2% hits
OTUD3 block: human OTUD3 deubiquitinase inhibition; Q5T2D3; purified OTUD3, Ub-rhodamine fluorescence, 2 h; inhibition, % at 25 µM; 47,000 compounds, 0.7% hits
USP17 inh: human USP17-like deubiquitinase inhibition; inhibition, % at 50 µM; purified USP17, Ub-rhodamine cleavage fluorescence, 3 h; 47,000 compounds, 6.5% hits
The depositor's hits bear a star; i = inactive; x = no result given. Rule as the data show it: active = inhibition above about 30%; inactive = the rest. No enrichment for hits; about 13% have a hit in one of these screens.

SMILES	USP28 inh	USP30 block	USP7 block	USP10 block	USP8 block	UCHL1 block	OTUD3 block	USP17 inh
O=c1c2cnc(N3CCN(c4ccccc4)CC3)nc2ccn1Cc1ccco1	-5	-4	-20	29	5	-2	-11	-10
CCn1cc(CN2CCCC(n3c(=O)n(C)c4cncnc43)C2)cn1 (stereo unspecified)	5	-4	11	-1	19	8	5	4
O=C(NCCc1nc(-c2ccccc2Cl)no1)c1ccccc1F	6	-3	-23	-6	-23	0	1	3
COc1cccc(N2CCN(c3cc(SCC(=O)Nc4ccccc4)ncn3)CC2)c1	-1	-6	-1	-6	3	-7	5	-3
Cc1cccn2c(=O)c3cc(C(=O)Nc4cccc(C(F)(F)F)c4)n(Cc4ccccc4)c3nc12	-8	-21	-1	-1	10	0	3	0
CC(C)C(=O)N1[C@@H](c2ccccc2)C[C@@H]2NC(=O)CCC[C@H]21	1	-9	1	0	1	-1	-1	0
Cc1cccc(-c2noc(-c3nn(CC(=O)NC4CC4)c4ccccc34)n2)c1	8	15	5	1	15	1	13	22
CC1(C)CC(=O)C2(Cc3cc([N+](=O)[O-])ccc3N3CCCC32)C(=O)C1 (stereo unspecified)	-8	-22	-1	-1	-9	-2	-11	36*
COc1ccc(CC(=O)Nc2nnc(C3CCCO3)s2)cc1OC (stereo unspecified)	-3	6	0	2	7	0	-1	4
COc1cccc(CN2CCC3(CC2)CN(C(C)=O)Cc2ccccc2O3)c1	-2	2	-2	-1	0	0	4	1
CC1=C[C@@H](C)[C@H]2[C@@H]3C(=O)C(Cl)(Cl)C(=O)[C@H](C)C(=O)O[C@@H](C)/C=C/C=C\[C@@H](C)[C@@H]3C=C[C@@H]2C1	13	21	9	1	1	5	11	16
O=C(c1cc2c(=O)n3ccccc3nc2n1Cc1ccccc1)N1CCN(c2ccccc2)CC1	0	11	3	0	5	2	9	4
CN(CC(=O)N1CCCCC1)c1nnc(N2CCCCC2=O)s1	3	6	3	1	-3	2	2	5
Cn1c(NCc2ccc3c(c2)OCO3)nc(=O)n(-c2ccccc2)c1=O	12	16	2	-1	18	-1	8	9
COc1ccc([C@H]2[C@H](C(C)=O)N3c4ccc(Cl)cc4C=CC3C23C(=O)c2ccccc2C3=O)cc1 (stereo partly specified)	-151	i	-142	-6	-133	-128	-217	-126
O=C(NCCN1CCCCC1)C1CCCN(c2nc3ncccc3n3cccc23)C1 (stereo unspecified)	-103	-484	-42	-1	-74	-36	-99	-102
Cn1ncc2c(N3CCSCC3)nc(C(=O)NCc3cccnc3)nc21	-2	2	-1	0	8	1	0	-1
Cc1ccc(N2CCC3(CCCN(C(=O)c4cnccn4)C3)C2)nn1 (stereo unspecified)	10	24	6	1	-2	2	7	13
CCn1cnc2c(-c3ccccc3)cn(CC(=O)Nc3ccc4c(c3)OCO4)c2c1=O	-122	-222	-3	-2	-11	-7	-20	17
COc1ccc(CN2C[C@H]3C[C@H](C(=O)NC4CCC4)[C@@H](C2)O3)cc1	0	6	3	2	-10	2	21	-1
CC1(c2ncc(Cc3ccccc3F)o2)CCCN(C(=O)c2cncnc2)C1 (stereo unspecified)	8	10	-10	1	-21	3	4	-2
COc1cc(NC(=O)COC(=O)c2cccc(S(=O)(=O)N3CCc4ccccc43)c2)cc(OC)c1	9	-28	-3	2	1	2	1	-9
Cc1cccc(CSc2cn(CCNC(=O)c3c(F)cccc3F)c3ccccc23)c1	-9	18	10	8	-24	2	6	-2
CN(C)c1cccc(C2CN(C(=O)c3n[nH]c4c3CCC4)CCO2)n1 (stereo unspecified)	1	10	-7	0	6	0	2	1
Cc1ccc(C(=O)NC2CCCCNC2=O)cc1 (stereo unspecified)	-9	-8	1	1	0	-1	-5	-2

Part of the list above, showing only USP30 block and USP17 inh.
canonical_smiles | USP30 block | USP17 inh
COc1ccc([C@H]2[C@H](C(C)=O)N3c4ccc(Cl)cc4C=CC3C23C(=O)c2ccccc2C3=O)cc1 (stereo partly specified) | i | -126
O=C(NCCN1CCCCC1)C1CCCN(c2nc3ncccc3n3cccc23)C1 (stereo unspecified) | -484 | -102

More records:
SMILES	USP28 inh	USP30 block	USP7 block	USP10 block	USP8 block	UCHL1 block	OTUD3 block	USP17 inh
Cc1nc(N2CCOCC2)nc2c1COCC21CCN(Cc2ccccc2)C1 (stereo unspecified)	2	-12	3	-2	-4	2	1	1
N#Cc1c(Nc2ccccc2)[nH]c(=O)[nH]c1=O	13	25	3	0	12	3	16	17
CC(=O)Nc1ccc(S(=O)(=O)N2CCC([C@@H]3NC(=O)N[C@H]4OCCC[C@H]43)CC2)cc1	5	14	5	0	0	1	1	6
COc1ccc(NC(=O)CCCc2c[nH]c3ccccc23)cc1-n1cnnn1	-13	-35	2	12	-16	0	-11	-10
CC(C)c1nc2sc3c(NC4CCCCC4)ncnc3c2c2c1CCC2	1	-3	5	-2	-1	-1	-2	1
Cc1ccc(NC(=O)CSc2ncc(-c3ccccc3)[nH]2)c(C)c1	3	-8	-6	7	-2	4	1	0
CCc1ccc(C(=O)OC(C)C(=O)Nc2sccc2C(N)=O)cc1 (stereo unspecified)	-19	-102	-2	-1	-10	-4	-16	-3
CCC(C)NC(=O)Cn1cc(-c2nnc(CN3CCC(C)CC3)o2)c2ccccc21 (stereo unspecified)	16	36*	2	0	0	7	5	7
O=C(c1snc2c(=O)n(C3CC3)c(=O)[nH]c12)N1CC=C(c2ccccc2)CC1	3	-65	-2	-12	-4	1	0	x
N#Cc1ccc(CNC(=O)[C@@H]2Cc3nc[nH]c3CN2Cc2ccc(F)cc2)cc1	-20	-47	-20	-8	9	-3	-19	x
Cc1cc2cccc(C)c2nc1SCC(=O)NCc1ccccc1	20	47*	6	2	21	4	10	29
O=[N+]([O-])c1ncn(-c2nc(-c3ccc(F)cc3)cc(C(F)(F)F)n2)n1	4	17	2	0	-39	1	9	3
Cc1nc(NC(=O)CN2CCCCC2Cn2cncn2)sc1C (stereo unspecified)	-5	-11	0	1	-5	0	-4	-4
COc1ccc(S(=O)(=O)Nc2ccc(C)n(CC(=O)N3CCCC3)c2=O)cc1	0	5	0	-1	-24	-1	-1	-1
NC(=O)C1(N2CCCCC2)CCN(C(=O)c2[nH]nc3c2CCc2ccccc2-3)CC1	11	0	4	-5	87*	4	-11	59*
Cc1ccc(-c2cnc(C3CC3)o2)cc1S(=O)(=O)Nc1ccc(C(C)C)cc1	3	4	7	14	11	7	6	-3
COc1ccc(S(=O)N2CCN(c3ccccc3F)CC2)c(OC)c1C (stereo unspecified)	4	13	5	1	-8	3	7	1
O=C(CCN1c2ccccc2Sc2ccccc21)NCc1ccccc1F	-5	-12	4	1	-4	5	-8	-2
Cc1cc(C)n(-c2nc3c(c(=O)n2CC(=O)Nc2ccccc2C)CCC3)n1	-2	-8	0	-1	-12	-2	-3	-11
CCc1ccc(-c2cn3c(n2)sc2cc(C(=O)NCc4cccc(OC)c4)ccc23)cc1	6	-1	6	3	13	-2	7	13
CC(=O)Nc1ccc(S(=O)(=O)N(Cc2ccc3c(c2)CCO3)C2CC2)cc1	1	-21	-24	3	8	6	-3	0
COc1cn(CC(=O)Nc2cccc(C)c2)c(CSc2ccc(F)cc2)cc1=O	-14	1	-31	-2	0	-1	-11	-5
CCc1cc2c3c([nH]c2cc1S(=O)(=O)Nc1ccc(OC)c(Cl)c1)CCCC3=O	-3	-65	-28	6	-62	6	-7	-19
O=S(Cc1ccc2nonc2c1)c1cccs1 (stereo unspecified)	9	17	0	0	-2	0	6	1
Cc1nc(-c2ncc(C)[nH]2)cc(C2CCCN(C(=O)c3ccccc3)C2)n1 (stereo unspecified)	-3	0	3	2	-53	0	-1	-38

Structures listed so far printed as active in USP30 block:
SMILES	USP28 inh	USP30 block	USP7 block	USP10 block	USP8 block	UCHL1 block	OTUD3 block	USP17 inh
CCC(C)NC(=O)Cn1cc(-c2nnc(CN3CCC(C)CC3)o2)c2ccccc21 (stereo unspecified)	16	36*	2	0	0	7	5	7
Cc1cc2cccc(C)c2nc1SCC(=O)NCc1ccccc1	20	47*	6	2	21	4	10	29

Grouped by structure: those above containing a cyano group (2)
SMILES	USP28 inh	USP30 block	USP7 block	USP10 block	USP8 block	UCHL1 block	OTUD3 block	USP17 inh
N#Cc1c(Nc2ccccc2)[nH]c(=O)[nH]c1=O	13	25	3	0	12	3	16	17
N#Cc1ccc(CNC(=O)[C@@H]2Cc3nc[nH]c3CN2Cc2ccc(F)cc2)cc1	-20	-47	-20	-8	9	-3	-19	x

Following part.
SMILES	USP28 inh	USP30 block	USP7 block	USP10 block	USP8 block	UCHL1 block	OTUD3 block	USP17 inh
COc1cccc(N2CCN(c3ccc4nnc(CCC(=O)NCCN5CCCC5)n4n3)CC2)c1	-11	-2	-3	0	-7	-2	-8	-3
O=C(CN1C(=O)CCCc2cc(S(=O)(=O)N3CCCC3)ccc21)NC1CCCCC1	-1	-1	1	0	0	0	0	-3
C[C@H]1CC[C@@]2(OC1)OC1CC3C4CC[C@@H]5C[C@@H](O)CC[C@]5(C)C4CC[C@]3(C)C1[C@@H]2C (stereo partly specified)	-7	10	2	10	5	0	-8	3
COc1ccc(N2CCN(C(=O)c3[nH]c4ccccc4c3NC(=O)c3ccc(C)cc3)CC2)cc1	-6	-45	-4	-2	-1	0	-8	0
N#C/C(=C\c1ccccc1C(F)(F)F)c1nnc(N2CCOCC2)n1-c1ccccc1	1	19	0	-3	17	4	2	11
COc1ccc(NS(=O)(=O)c2cccc(NC(=O)CC(=O)c3ccc([N+](=O)[O-])cc3)c2)cc1	x	x	15	46*	12	4	0	76*
Cc1nc(C2CCCNC2)nc2c1CCC(=O)N2CCc1ccc(F)cc1 (stereo unspecified)	9	21	2	0	8	3	9	5
COCCn1cnc2c1c(=O)n(CC(=O)NCc1ccccc1OC)c(=O)n2Cc1ccccc1	10	45*	2	6	21	1	17	31*
Cc1cccc(S(=O)(=O)N2CCC(c3cc(N)on3)CC2)c1	-8	-14	1	1	-24	-2	-6	-3
O=C1CC(=O)C(n2cncn2)C(c2ccco2)C1 (stereo unspecified)	-12	-80	-54	5	4	0	0	-24
O=C(COc1ccc2c3c(c(=O)oc2c1)CCC3)Nc1cccnc1	7	0	4	0	11	0	9	-2
Cc1nc2nc(C(c3ccccc3)c3ccccc3)[nH]n2c(=O)c1Cc1ccccc1	21	20	11	34*	27	3	-6	45*
CCCOc1ccc(C2CN3C(=O)CN(CCN4CCOCC4)C(=O)[C@]3(C)c3[nH]c4ccccc4c32)cc1OC (stereo partly specified)	-7	-17	5	-4	0	7	0	-11
CC(C(=O)NCCc1cccc(Cl)c1)n1cncn1 (stereo unspecified)	-9	-19	-3	-1	-2	-2	-5	-7
CC(C)c1nnc2n1CCN(C(=O)c1n[nH]c3c1CCCC3)C2	1	-20	0	-2	-11	0	-3	-3
c1cc(-c2noc(C3CCCO3)n2)ccc1-c1csc(C2CC2)n1 (stereo unspecified)	40*	-27	1	2	5	5	5	3
COc1ccc(NC2c3ccccc3C(=O)N2c2cccnc2)cc1 (stereo unspecified)	-12	-17	-1	-2	-16	-2	-10	-4
Cc1ccccc1NC(=O)CN1CCCN(Cc2ccccc2F)S1(=O)=O	-7	-14	2	-1	-3	-1	3	0
C#CCN1C(=O)C2(CC(=O)Nc3c2cnn3-c2ccccc2)c2cccc(C)c21 (stereo unspecified)	-6	-43	-9	-5	-37	-10	-6	x
CCOC(=O)c1sc2ccccc2c1S(=O)(=O)Nc1ccccc1C	9	13	2	-1	19	1	5	6
CC(=O)OCCc1c(C)nc2nc(-c3ccc(C)cc3)[nH]n2c1=O	-3	10	3	3	4	-2	-1	7
Cc1cncc(C(=O)N2CCOC(CCc3ccnc(N)c3)C2)c1 (stereo unspecified)	-11	-31	0	-7	-19	-4	-10	-21
CCn1cncc1CN1CCc2cc(OC)c(OC)cc2C1c1ccncc1 (stereo unspecified)	7	6	6	1	-51	2	8	-9
CCN1CCC2(CC1)OC(=O)C(C)=C2C(=O)NCc1ccccc1F	0	25	4	0	0	1	10	11
CCn1c(CC(=O)Nc2cccc(C)c2)nnc1SCC(=O)N1CCOCC1	0	0	0	0	3	-3	0	1
O=C(c1cn(-c2ccccc2)nc1-c1ccccc1)N1CCN(CCN2CCCC2)CC1	-13	-115	-7	-8	-5	-1	-13	0
O=C(NC1CCCCC1)N(CCCN1CCOCC1)Cc1cc2cc3c(cc2[nH]c1=O)OCO3	-23	-14	0	-3	-12	-1	1	-31
Cn1ccc2ccn(CC(=O)NCc3ccc4c(c3)OCO4)c(=O)c21	2	-10	x	0	4	0	-5	23
O=C(Nc1cc(Cl)cc(Cl)c1)C(Sc1ncn[nH]1)c1ccccc1 (stereo unspecified)	13	-7	0	6	7	7	-1	-2

Gathered by group: the entries above containing two or more sulfur atoms.
SMILES	USP28 inh	USP30 block	USP7 block	USP10 block	USP8 block	UCHL1 block	OTUD3 block	USP17 inh
O=S(Cc1ccc2nonc2c1)c1cccs1 (stereo unspecified)	9	17	0	0	-2	0	6	1
CCOC(=O)c1sc2ccccc2c1S(=O)(=O)Nc1ccccc1C	9	13	2	-1	19	1	5	6
